RGS4 inhibitor = Inhibitors of Regulator of G Protein Signaling (RGS) 4: qHTS; AID 504845, 2011; 390,000 compounds, 0.039% hits; Transcreener GDP fluorescence polarization, RGS4-accelerated GTP hydrolysis; Potency, µM (doses to about 114 µM), without a hit: top-dose activity change, negative = inhibition, hits mostly inhibitors; note: % is set by controls: 0 for no effect and ±100 for the full control effect; nearly all actives have a fitted effect of over 75% in size; some results filed as inactive show a strong effect at the top dose
Target sequence (P49798 whole entry, looked up): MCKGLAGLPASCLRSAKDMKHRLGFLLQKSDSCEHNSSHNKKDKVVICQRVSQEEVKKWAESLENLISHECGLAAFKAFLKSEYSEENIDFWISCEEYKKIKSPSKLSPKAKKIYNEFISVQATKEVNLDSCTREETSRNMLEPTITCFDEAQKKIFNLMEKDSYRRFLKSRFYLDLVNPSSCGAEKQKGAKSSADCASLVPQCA
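MLSMR compounds (23 nl, pin-transferred) preincubated 10 min at room temperature with a 500nM (2x) first reagent, then RGS4 at 900nM (2x) plus Transcreener GDP mix added; fluorescence polarization (620/688 nm) read before and after 90 min at 30 °C.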
RXFP1 agonist = qHTS Assay for Agonists of the Relaxin Receptor RXFP1. Potency, µM (titrated, usually from 57.5 µM), for inactives: at the highest dose activation, hits mostly activators. AID 2676, 2010. Relaxin receptor 1 (Homo sapiens), Q9HBX9. 370,000 compounds, 0.3% hits. HEK293T-RXFP1 cAMP TR-FRET, 30 min; response scale: percent of porcine relaxin response, buffer zero; note: % is set by controls: 0 for no effect and ±100 for the full control effect; nearly all actives have a fitted effect of over 60% in size; many of its hits are not listed in these tables
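Agonist response is measured as cAMP accumulation in an RXFP1-transfected HEK293T line under PDE4 inhibition. Values are scaled between buffer-only and 29 nM porcine relaxin, and EC50s come from standard Hill equation fits.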
Vif-A3F inh = qHTS for Inhibitors of Vif-A3F Interactions: qHTS; Potency, µM (titrated, usually from 46.1 µM), without a hit: at the top dose activity, negative = active; AID 602313, 2012; HeLa A3F-eYFP + Vif (tagged APOBEC3F with the HIV-1 protein that degrades it), YFP fluorescence increase; 390,000 compounds, 0.2% hits; note: % of control where 0% means no effect; nearly all actives have a fitted effect of over 65% in size
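HeLa cells stably expressing A3F-eYFP plus Vif, plated and incubated overnight at 37 deg C, then exposed to compounds overnight at 37 deg C. Blocked degradation read as raised yellow fluorescence (Ex 488/Em 500-530).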
IDH1 R132H inh = qHTS for Inhibitors of mutant isocitrate dehydrogenase 1 (IDH1): qHTS | Potency, µM (titrated, usually from 76.6 µM), for inactives: at the highest dose activity change, negative = inhibition, actives largely listed as inhibitors | IDH1-R132H enzyme, NADPH consumption, diaphorase/resazurin fluorescence | Isocitrate dehydrogenase [NADP] cytoplasmic (Homo sapiens), O75874 | 390,000 compounds, 0.093% hits; note: % is set by controls: 0 for no effect and ±100 for the full control effect; nearly all actives have a fitted effect of over 65% in size
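IDH1-R132H (0.5 ug/mL) preincubated 30 min with compound, then NADPH (0.016 mM) and alpha-KG (2 mM) added; 80 min at RT, pH 7.5. Remaining NADPH coupled via diaphorase/resazurin to fluorescence (540/590 nm); concentration-response curves normalized to no-enzyme control.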
rTrxR1 inhibitor = qHTS Assay for Inhibitors of Mammalian Selenoprotein Thioredoxin Reductase 1 (TrxR1): qHTS; Thioredoxin reductase 1, cytoplasmic (Rattus norvegicus), O89049; recombinant rTrxR1, NADPH fluorescence consumption, selenite substrate; Potency, µM (doses to about 114 µM), for inactives: top-dose activity change, negative = inhibition, usual class: inhibitors; 390,000 compounds, 1% hits; note: % is set by controls: 0 for no effect and ±100 for the full control effect; nearly all actives have a fitted effect of over 65% in size
Target sequence (O89049 whole entry, looked up): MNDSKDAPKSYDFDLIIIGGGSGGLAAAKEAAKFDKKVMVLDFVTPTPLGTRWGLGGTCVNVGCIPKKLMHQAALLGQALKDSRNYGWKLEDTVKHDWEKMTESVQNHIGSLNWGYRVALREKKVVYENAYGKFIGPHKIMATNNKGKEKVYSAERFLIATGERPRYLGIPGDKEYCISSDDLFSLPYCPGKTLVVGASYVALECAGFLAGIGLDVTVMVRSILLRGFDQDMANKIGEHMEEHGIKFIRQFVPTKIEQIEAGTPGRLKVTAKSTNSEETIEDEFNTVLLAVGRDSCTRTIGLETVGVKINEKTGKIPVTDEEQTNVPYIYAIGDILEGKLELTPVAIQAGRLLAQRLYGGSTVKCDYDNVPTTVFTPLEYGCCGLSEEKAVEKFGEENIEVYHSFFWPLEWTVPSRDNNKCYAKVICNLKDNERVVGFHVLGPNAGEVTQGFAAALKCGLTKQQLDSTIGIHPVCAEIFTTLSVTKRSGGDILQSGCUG
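Rat TrxR1 (90 nM in the dispensed reagent) was pre-reduced with 400 uM NADPH for 5 min at room temperature, then incubated with compound for 15 min. After 400 uM selenite was added, NADPH fluorescence (Ex 340/Em 450 nm) was followed for 8 min.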
TrxR1 substrate = qHTS Assay for Substrates of Mammalian Selenoprotein Thioredoxin Reductase 1 (TrxR1): qHTS; Thioredoxin reductase 1, cytoplasmic (Rattus norvegicus), O89049; purified TrxR1 substrate turnover, NADPH consumption readout; AID 588456, 2011; 390,000 compounds, 0.01% hits; Potency, µM (series often up to 114 µM), without a hit: top-dose activity change, negative = substrate turnover; note: % is set by controls: 0 for no effect and ±100 for the full control effect; nearly all actives have a fitted effect of over 50% in size
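Rat TrxR1, dispensed at 90 nM, was prereduced with 400 uM NADPH (final) for 5 min at ~22 deg C, then incubated with compound 15 min before 400 uM selenite. A first-read NADPH fluorescence drop versus no-compound background flagged substrates.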
ALOX12 inh = Primary qHTS assay for inhibitors of human arachidonate 12S-lipoxygenase (ALOX12): Round 2; Polyunsaturated fatty acid lipoxygenase ALOX12 (Homo sapiens), P18054; purified 12hLO, xylenol orange hydroperoxide absorbance; Potency, µM (highest dose often 108 µM), for inactives: at the highest dose activity change, negative = inhibition, actives largely listed as inhibitors; 580,000 compounds, 1.1% hits; note: % is set by controls: 0 for no effect and ±100 for the full control effect
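Purified human 12hLO at 150 nM in 25 mM Hepes, 0.01% Triton X-100, pH 7.0, preincubated 15 min at room temperature with compound. Reaction started with 40 uM arachidonic acid, 30 min at room temperature. Hydroperoxide measured by Fe-xylenol orange, 573/405 nm absorbance ratio.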
USP1 inh = Inhibitors of USP1/UAF1: Primary Screen; Ubiquitin carboxyl-terminal hydrolase 1 (Homo sapiens), O94782; recombinant USP1/UAF1, Ub-Rhodamine cleavage fluorescence; Potency, µM (doses to about 57.1 µM), without a hit: top-dose activity change, negative = inhibition, hits mostly inhibitors; 390,000 compounds, 0.23% hits; AID 743255, 2014; note: % is set by controls: 0 for no effect and ±100 for the full control effect; nearly all actives have a fitted effect of over 60% in size; inactives centre near -12
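Step one: compound is pinned into 1nM USP1/UAF1 in HEPES pH 7.8 buffer with TCEP. Step two: 15 min room-temperature incubation. Step three: Ub-Rho (150nM final) starts cleavage, tracked by fluorescence over six one-minute reads.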
Vif-APOBEC3G blk = qHTS for Inhibitors of Vif-A3G Interactions: qHTS; DNA dC->dU-editing enzyme APOBEC-3G (Homo sapiens), Q9HC16; HeLa A3G-eYFP + Vif (tagged APOBEC3G with the HIV-1 protein that degrades it), YFP fluorescence, overnight; Potency, µM (titrated, usually from 46.1 µM), for inactives: at the top dose activity, negative = active, hits mostly inhibitors; 410,000 compounds, 0.076% hits;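 note: % is set by controls: 0 for no effect and ±100 for the full control effect; nearly all actives have a fitted effect of over 60% in size; hits raise eYFP signal because A3G escapes Vif-driven loss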
Target sequence (Q9HC16 whole entry, looked up): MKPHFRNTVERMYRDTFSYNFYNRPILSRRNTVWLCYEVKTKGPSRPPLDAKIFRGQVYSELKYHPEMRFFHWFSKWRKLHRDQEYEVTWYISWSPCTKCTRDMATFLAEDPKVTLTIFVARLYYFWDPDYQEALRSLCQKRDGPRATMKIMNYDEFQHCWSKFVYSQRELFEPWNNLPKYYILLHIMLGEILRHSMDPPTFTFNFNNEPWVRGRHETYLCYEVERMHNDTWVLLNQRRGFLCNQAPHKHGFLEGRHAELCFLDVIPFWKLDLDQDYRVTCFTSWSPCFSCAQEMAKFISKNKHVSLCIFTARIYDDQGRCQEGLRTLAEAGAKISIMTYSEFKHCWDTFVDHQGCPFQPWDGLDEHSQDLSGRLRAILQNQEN
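Read-out is eYFP fluorescence (Ex 488/Em 500-530) from Vif-expressing HeLa A3G-eYFP cells; more signal means A3G escaped Vif-mediated degradation. Cells plated overnight, compound pinned in, incubated overnight at 37 deg C.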
* marks the source's active call; other numbers are inactive results; ? = inconclusive; . = not tested or not shown; [ ] = another dose, or the depositor's remark. Calls come from the whole dose curve; as a rule, active = well fitted curve in the direction sought with a large enough effect; inconclusive = small, poorly fitted or top-dose-only effect, or another doubt; inactive = no such curve, though single readings can be large; an effect the other way counts as inactive or inconclusive. Potency is the fitted concentration of half-maximal effect.

| smiles | RGS4 inhibitor | RXFP1 agonist | Vif-A3F inh | IDH1 R132H inh | rTrxR1 inhibitor | TrxR1 substrate | ALOX12 inh | USP1 inh | Vif-APOBEC3G blk |
| --- | --- | --- | --- | --- | --- | --- | --- | --- | --- |
| COc1ccc(-c2cc(C(=O)N3CCC3)c3ccccc3n2)cc1OC | -16.1% | 3.4% | -15.9% | 7.8% | 1.1% | -2.0% | -3.0% | -20.8% | 0.9% |
| O=C(NCc1cccs1)c1cc2c(s1)CS(=O)(=O)C2 | 16.1% | 2.2% | -9.0% | -3.9% | -12.1%[57.1 µM] | 2.9%[57.1 µM] | 5.8%[57.4 µM] | -1.6% | -8.1% |
| CC1CCC(C(C)C)C(OC(=O)CSc2nc(N)cc(=O)[nH]2)C1 (stereo not given) | -32.9% | 3.6% | 6.9% | 1.1% | 8.1% | -4.8%[57.1 µM] | 15.6% | -16.2% | 1.9% |
| CCOC(=O)C1CCC(CN(Cc2ccccc2)S(=O)(=O)c2ccc(Br)cc2)CC1 (stereo not given) | 13.2% | 0.5% | 8.1% | -18.1% | 9.5%[57.1 µM] | -3.4%[57.1 µM] | 1.3% | -21.7% | 5.8% |
| Cc1nc(SCc2nc3c(F)cccc3[nH]2)c2oc3ccccc3c2n1 | -15.9% | . | -5.8% | . | -1.5% | -6.7% | ? | . | 0.2% |
| O=C1CC(C(=O)Nc2ccccc2C(=O)O)C(c2ccccc2)O1 (stereo not given) | -0.2% | -0.2% | 1.1% | 5.1% | 17.6%[57.1 µM] | -4.7%[57.1 µM] | 19.0% | -20.2% | 1.3% |
| O=C(c1ccco1)N1CCN(Cc2cccc3ccccc23)CC1 | 7.1% | -0.2% | 4.9% | -0.1% | -9.9% | -3.1% | ? | -19.4% | -12.2% |
| CCSc1ccccc1C(=O)NCc1ccc(S(N)(=O)=O)cc1 | -12.3% | 1.2% | -11.3% | -0.3% | 22.8% | -4.6% | -29.6% | 1.6% | 4.2% |
| COC(=O)c1ccc(NC(=O)C(=O)c2cn(CC(=O)N3CCOCC3)c3ccccc23)cc1 | 23.4% | ? | -0.9% | 3.5% | 8.9% | -5.1% | 8.7% | -1.3% | 0.7% |
| Cc1ccc(S(=O)(=O)N(C)C)cc1NC(=O)COC(=O)c1ccc(Cl)cc1 | -10.2% | 0.2% | -8.8% | -8.0% | 19.9% | 4.0% | 1.4% | -13.6% | -3.2% |
| Cn1cnc([N+](=O)[O-])c1NCc1ccccc1 | 1.6% | -1.4% | 8.5% | 12.6% | 0.4% | 1.0% | ? | -14.2% | -1.4% |
| CCC(C)NC(=O)c1ccccc1NC(=O)c1ccccc1N(C)S(C)(=O)=O (stereo not given) | 30.1% | -2.7% | -15.4% | -5.5% | 3.3% | -1.5% | -7.4% | 2.0% | 2.2% |
| COc1ccc(CCNC(=O)c2c(C)oc3nc(C)nc(N4CCOCC4)c23)cc1OC | 1.1% | 0.2% | 0.2% | 16.8% | 12.8% | -0.8% | -7.5% | -22.6% | 1.5% |
| O=C(Cn1nnc2ccccc21)OCC(=O)c1ccc(F)cc1 | -17.6% | -0.2% | 2.6% | 7.1% | 2.2%[57.1 µM] | 2.1%[57.1 µM] | -61.3% | -18.7% | 1.1% |
| O=c1cc(CO)oc(C(Nc2cccc([N+](=O)[O-])c2)c2ccccn2)c1O (stereo not given) | -50.5% | 0.5% | -7.4% | -1.1% | -9.1% | -0.2% | -27.3% | -25.4% | 7.4% |
| CCOC(=O)N1CCN(C/C(Cl)=C/c2ccccc2)CC1 | 16.7% | -2.1% | -6.7% | -3.5% | 9.3%[57.1 µM] | 5.9%[57.1 µM] | 2.24µM* | -12.1% | -3.9% |
| Cc1ccc(-n2c(-c3ccncc3)nnc2-c2cccs2)cc1 | -8.1% | . | 5.7% | 7.6% | -8.4% | 5.4%[57.1 µM] | 0.0% | -9.4% | -6.1% |
| CCn1c(NC(=O)c2cccc(Cn3cc(Cl)cn3)c2)nc2ccccc21 | -1.8% | 0.5% | -7.2% | 2.8% | 31.8% | 15.9% | 44.6% | -19.8% | 5.6% |
| CCOC(=O)c1c(NC(=O)C2CCCN2S(=O)(=O)c2cccc3nsnc23)sc(C)c1C (stereo not given) | -12.7%[11.4 µM] | . | -11.1% | -8.0% | 14.6% | -4.2% | 0.6% | -10.2% | -0.8% |
| C=CC[N+]1(CC(=O)NCc2ccc(NC(C)=O)cc2)CCOCC1 | 17.6% | 0.4% | 7.2% | 5.2% | 5.2% | 0.1% | -29.4% | -4.8% | 0.1% |
| CCCCOC(=O)C1=C(C)NC(=O)NC1c1ccc([N+](=O)[O-])s1 (stereo not given) | 16.5% | 2.1% | 4.3% | -0.1% | 26.9%[57.1 µM] | 12.6%[57.1 µM] | -3.5% | -10.5% | -6.8% |
| O=c1ccc2cc(S(=O)(=O)N3CCN(c4ccccc4)CC3)ccc2o1 | 13.5% | 0.8% | -12.1% | 2.7% | -1.3% | -2.9% | 13.1% | -13.8% | 0.3% |
| CC(=O)Nc1nc2ccccc2n1CCOc1ccccc1Cl | -31.9% | 1.3% | 0.3% | 4.9% | 7.7% | 7.5% | 0.6% | -5.9% | -6.5% |
| Cn1cc(S(=O)(=O)N2CCCC2)cc1C(=O)NCCc1ccccc1 | -2.4% | -1.3% | -5.5% | -12.9% | 7.0%[57.1 µM] | -2.4%[57.1 µM] | -1.2% | -2.8% | 7.7% |
| COc1ccc(-c2nn(-c3ccccc3)cc2C(=O)Nc2nc(CC(C)=O)ns2)cc1 | 0.9% | 4.3% | 1.1% | 4.2% | -9.9% | -2.5% | -9.1% | -0.1% | -1.4% |

Printed as active in ALOX12 inh, of those listed so far:
mol,RGS4 inhibitor,RXFP1 agonist,Vif-A3F inh,rTrxR1 inhibitor,TrxR1 substrate,ALOX12 inh,USP1 inh,Vif-APOBEC3G blk
CCOC(=O)N1CCN(C/C(Cl)=C/c2ccccc2)CC1,16.7%,-2.1%,-6.7%,9.3%[57.1 µM],5.9%[57.1 µM],2.24µM*,-12.1%,-3.9%

Other entries:
| smiles | RGS4 inhibitor | RXFP1 agonist | Vif-A3F inh | IDH1 R132H inh | rTrxR1 inhibitor | TrxR1 substrate | ALOX12 inh | USP1 inh | Vif-APOBEC3G blk |
| --- | --- | --- | --- | --- | --- | --- | --- | --- | --- |
| Cc1cccc(N(Cc2ccccc2)C(=O)CN2C(=O)NC3(CCCC3)C2=O)c1 | -11.1% | -0.8% | 11.2% | -6.0% | 17.5% | -4.2% | -12.0% | -11.5% | 0.6% |
| O=C(N/N=C/C(Br)=C/c1ccccc1)c1cc(-c2ccco2)[nH]n1 | -18.1% | -0.3% | -11.2% | 3.2% | 17.5%[57.1 µM] | 1.6%[57.1 µM] | ? | 0.8% | ? |
| O=C1Nc2ccc(I)cc2/C1=C/c1cc(Br)c(O)c(Br)c1 | 9.47µM* | . | . | . | ? | 1.2%[57.1 µM] | ? | . | . |
| Cc1nc2c(n1C1CCCCC1)C(=O)c1ccccc1C2=O | -20.2% | 1.9% | -0.9% | 4.7% | -0.5% | -2.6% | ? | -20.7% | -15.8% |
| Cc1ccc(-n2ncc3c(=O)n(CC(=O)N(C(C)C)C(C)C)cnc32)cc1 | 6.5% | 1.3% | 2.8% | -9.1% | 24.9% | 6.6% | 0.0% | -20.7% | -1.2% |
| CC1CCN(C(=O)CN2C(=O)C(=O)c3ccccc32)CC1 | 0.5% | -1.4% | 6.3% | -3.5% | 16.9% | 0.0% | . | -25.5% | -4.0% |
| Cc1ccc(OCCN2CCN(C)CC2)c([N+](=O)[O-])c1 | -30.4% | 0.7% | 0.1% | 5.7% | 0.4% | -4.5% | -12.0% | -13.3% | 0.2% |
| O=C(CC1SC(=Nc2cccc3ccccc23)N(Cc2ccccn2)C1=O)Nc1ccccc1Br (stereo not given) | 22.9% | 1.0% | -29.9% | -5.7% | 10.6% | -2.1% | -4.6% | -5.8% | -1.3% |
| O=C(c1ccco1)N1CCN(C(=O)C2CCCN(S(=O)(=O)c3cccc4nsnc34)C2)CC1 (stereo not given) | -26.4% | 0.9% | -18.1% | 4.2% | ? | -9.1% | -15.1% | -3.1% | 1.2% |
| O=C(c1cccc(Cl)c1)N1CCCC(c2ccc(Cl)cc2)=N1 | 0.4% | 1.8% | -1.5% | 4.0% | -11.5% | 4.9%[57.1 µM] | 8.2%[57.4 µM] | -7.1% | 0.4% |

These rows are one share of the data; the hit share may differ from the screen's.
